Mtb BioA inh – inhibitors of Mycobacterium tuberculosis BioA enzyme; purified M. tuberculosis BioA enzyme, plate reader; inhibition, % at 9.99 µM; 360,000 tested, 0.096% active; AID 602481; in the data active means inhibition above about 40%
Starred values were filed as active, the others as inactive. A portion of the library; rates above refer to the full screens.

SMILES	Mtb BioA inh
Cc1ccc(S(=O)(=O)N(C)C[C@@H]2Oc3c(NC(=O)NC4CCCCC4)cccc3C(=O)N([C@@H](C)CO)C[C@@H]2C)cc1	1.5
Cc1noc(C)c1S(=O)(=O)Nc1ccc2c(c1)C(=O)N([C@@H](C)CO)C[C@H](C)[C@@H](CN(C)C(=O)CCC(F)(F)F)OCCCC[C@H](C)O2	0.1
CCCN1C[C@H](C)[C@@H](OC)CN(C)C(=O)c2cc(NC(=O)Nc3cccc(F)c3)ccc2OC[C@H]1C	1.0
CN(C)C(=O)[C@H]1[C@H](CO)[C@H]2Cn3c(ccc(-c4ccncc4)c3=O)[C@@H]1N2CC1CC1	0.8
C[C@@H]1CCCCO[C@@H](CN(C)C(=O)c2ccccc2)[C@@H](C)CN([C@H](C)CO)C(=O)c2cc(NS(=O)(=O)c3ccc(F)cc3)ccc2O1	-1.0
CC(C)NC(=O)Nc1ccc2c(c1)C(=O)N([C@@H](C)CO)C[C@H](C)[C@H](CN(C)C(=O)CCC(F)(F)F)OCCCC[C@@H](C)O2	0.8
C[C@H]1CCCCO[C@H](CN(C)S(=O)(=O)c2ccc(Cl)cc2)[C@@H](C)CN([C@@H](C)CO)C(=O)c2cc(NS(=O)(=O)c3ccc(F)cc3)ccc2O1	-5.8
C[C@@H]1CN([C@@H](C)CO)C(=O)c2cccc(NS(=O)(=O)c3cccs3)c2O[C@@H]1CN(C)Cc1ccc(Cl)c(Cl)c1	-2.3
CN(C)C(=O)C[C@@H]1C[C@H]2c3cc(NS(=O)(=O)c4ccccc4)ccc3O[C@H]2[C@@H](CO)O1	-1.1
Cc1ccc(S(=O)(=O)Nc2ccc3c(c2)C(=O)N([C@H](C)CO)C[C@H](C)[C@@H](CN(C)S(=O)(=O)c2cccs2)O3)cc1	4.3
C[C@@H]1CN([C@@H](C)CO)C(=O)c2cc(NC(=O)C3CCCCC3)ccc2O[C@@H](C)CCCCO[C@@H]1CN(C)C(=O)Nc1cccc2ccccc12	-1.3
O=C(Nc1ccc(F)cc1)N1CCCCN2[C@@H](CO)[C@H](c3ccc(-c4ccccc4F)cc3)[C@@H]2C1	-4.8
C[C@@H]1CN([C@H](C)CO)C(=O)Cc2cc(NC(=O)c3ccncc3)ccc2O[C@H]1CN(C)Cc1ccc(Oc2ccccc2)cc1	-1.7
COc1ccccc1S(=O)(=O)N(C)C[C@H]1Oc2ncc(Br)cc2C(=O)N([C@@H](C)CO)C[C@H]1C	-0.2
Cc1noc(C)c1NC(=O)N(C)C[C@H]1Oc2ccc(NC(=O)Nc3ccccc3)cc2C(=O)N([C@@H](C)CO)C[C@H]1C	8.7
COc1ccc(CN(C)C[C@@H]2Oc3c(NS(=O)(=O)c4ccc(C)cc4)cccc3C(=O)N([C@H](C)CO)C[C@H]2C)cc1	1.0
CNC(=O)C[C@@H]1CC[C@H]2[C@H](COc3ccc(NC(=O)Cc4cccs4)cc3C(=O)N2C)O1	-1.2
C[C@@H]1CN([C@@H](C)CO)C(=O)c2cc(C#CC3CC3)cnc2O[C@@H]1CN(C)Cc1ccccn1	3.8
Cc1ccc(-c2ccc3c(c2)O[C@@H](CN(C)C(=O)Nc2ccc(F)cc2)[C@@H](C)CN([C@H](C)CO)S3(=O)=O)cc1	-1.0
CCS(=O)(=O)Nc1ccc2c(c1)C(=O)N(C)C[C@@H](OC)[C@@H](C)CN(CCC(F)(F)F)[C@H](C)CO2	0.8
COc1ccc(S(=O)(=O)N[C@@H]2CC[C@@H](CC(=O)N3CCc4ccccc4C3)O[C@H]2CO)cc1	1.0
CO[C@@H]1CN(C)C(=O)c2ccc(NS(=O)(=O)c3ccc(F)cc3)cc2OC[C@@H](C)N(C(=O)NC(C)C)C[C@H]1C	-1.0
CNC(=O)C[C@@H]1CC[C@H]2[C@H](COc3ccc(NC(=O)Nc4ccccc4F)cc3C(=O)N2C)O1	-0.3
O=C(C[C@@H]1C[C@H]2c3cc(NC(=O)c4ccc5c(c4)OCO5)ccc3O[C@H]2[C@H](CO)O1)NCC1CC1	4.8
O=C(C[C@@H]1C=C[C@@H](NC(=O)Nc2ccc(F)cc2)[C@@H](CO)O1)NCc1cccc(F)c1	-2.9
O=S(=O)(c1ccccc1F)N1CCCCN2[C@H](CO)[C@@H](c3ccc(-c4cccnc4)cc3)[C@H]2C1	1.1
CCNC(=O)[C@@H]1[C@@H](CO)[C@@H]2Cn3c(ccc(C4=CCCCC4)c3=O)[C@H]1N2Cc1cocn1	0.5
Cc1noc(C)c1NC(=O)Nc1ccc2c(c1)C(=O)N([C@@H](C)CO)C[C@H](C)[C@H](CN(C)CC1CC1)O2	-4.6
Cc1ccc(S(=O)(=O)N[C@@H]2CC[C@H](CC(=O)NCc3ccc(Cl)c(Cl)c3)O[C@@H]2CO)cc1	-1.8
COC(=O)C[C@@H]1CC[C@@H]2[C@@H](COc3ccc(NC(=O)Nc4cccc(C)c4)cc3C(=O)N2C)O1	-0.7
COc1ccc(NC(=O)N(C)C[C@@H]2OCCCC[C@@H](C)Oc3ccc(N(C)C)cc3C(=O)N([C@H](C)CO)C[C@@H]2C)cc1	-0.2
O=S(=O)(N[C@@H]1CC[C@@H](CCn2cc(-c3cccnc3)nn2)O[C@@H]1CO)c1ccccc1	15.0
C[C@H]1CN([C@@H](C)CO)C(=O)c2cc(NC(=O)C3CC3)ccc2O[C@H]1CN(C)C(=O)Nc1cccc2ccccc12	-0.9
C[C@H](CO)N1C[C@H](C)[C@H](CN(C)Cc2ccc(C(F)(F)F)cc2)Oc2ccc(NC(=O)CCCCCC(=O)Nc3ccccc3N)cc2CC1=O	0.5
C[C@@H]1CN([C@@H](C)CO)C(=O)c2cccc(NS(=O)(=O)c3ccc(Cl)cc3)c2O[C@H]1CN(C)S(=O)(=O)c1ccccc1	-2.2
C[C@@H]1CCCCO[C@@H](CN(C)S(C)(=O)=O)[C@H](C)CN([C@@H](C)CO)C(=O)c2cc(NC(=O)Cc3ccccc3)ccc2O1	1.4
O=C(Nc1ccc(C(F)(F)F)cc1)Nc1ccc2c(c1)[C@@H]1C[C@@H](CC(=O)N3CCc4ccccc4C3)O[C@@H](CO)[C@@H]1O2	0.5
CCNC(=O)[C@H]1[C@H](CO)[C@H]2Cn3c(ccc(-c4cccc(F)c4)c3=O)[C@H]2N1Cc1nccs1	1.9
C[C@@H]1CN([C@H](C)CO)C(=O)c2cc(NC(=O)Nc3ccc4c(c3)OCO4)ccc2O[C@@H](C)CCCCO[C@H]1CN(C)Cc1ccc(Cl)c(Cl)c1	-0.3
CC(C)NC(=O)Nc1ccc2c(c1)CC(=O)N([C@H](C)CO)C[C@@H](C)[C@@H](CN(C)S(C)(=O)=O)O2	-0.8

Brought forward from above: 2 compounds; new compounds follow.
SMILES	Mtb BioA inh
C[C@@H]1CN([C@H](C)CO)C(=O)c2cc(NC(=O)Nc3ccc4c(c3)OCO4)ccc2O[C@@H](C)CCCCO[C@H]1CN(C)Cc1ccc(Cl)c(Cl)c1	-0.3
CC(C)NC(=O)Nc1ccc2c(c1)CC(=O)N([C@H](C)CO)C[C@@H](C)[C@@H](CN(C)S(C)(=O)=O)O2	-0.8
C[C@@H]1CN([C@@H](C)CO)C(=O)Cc2cc(NC(=O)CCCCCC(=O)Nc3ccccc3N)ccc2O[C@H]1CN(C)Cc1ccccc1	-0.3
COc1ccc(S(=O)(=O)N(C)C[C@H]2OCCCC[C@@H](C)Oc3ccc(NC(=O)Nc4ccc(F)cc4)cc3C(=O)N([C@H](C)CO)C[C@H]2C)cc1	-0.3
C/C=C/c1cnc2c(c1)C(=O)N([C@@H](C)CO)C[C@@H](C)[C@@H](CN(C)C(=O)NC1CCCCC1)O2	-2.3
Cc1noc(C)c1NC(=O)Nc1ccc2c(c1)C(=O)N([C@@H](C)CO)C[C@@H](C)[C@@H](CN(C)Cc1ccc3c(c1)OCO3)OCCCC[C@H](C)O2	1.9
CNC[C@H]1OCCCC[C@@H](C)Oc2ccc(NC(=O)NC(C)C)cc2C(=O)N([C@H](C)CO)C[C@@H]1C	-1.4
COc1cccc(S(=O)(=O)N2CCCCN3[C@H](C2)[C@@H](c2ccc(-c4ccccc4)cc2)[C@@H]3CO)c1	-3.1
C[C@H]1CCCCO[C@H](CN(C)C(=O)C2CCCCC2)[C@@H](C)CN([C@@H](C)CO)C(=O)c2cc(NC(=O)c3ccncc3)ccc2O1	2.0
CCCC#Cc1cnc2c(c1)C(=O)N([C@H](C)CO)C[C@@H](C)[C@H](CN(C)CCC)O2	2.9
C[C@@H](O)C#Cc1ccc([C@@H]2[C@@H](CO)N3CCCCN(C(=O)Nc4ccccc4)C[C@@H]23)cc1	-9.7
COc1ccccc1S(=O)(=O)N[C@H]1CC[C@@H](CC(=O)N2CCCCC2)O[C@@H]1CO	-6.0
O=C(NCC[C@H]1CC[C@H](NS(=O)(=O)Cc2ccccc2)[C@@H](CO)O1)C1CCC1	-3.5
C[C@@H]1CN([C@H](C)CO)C(=O)c2cccc(NC(=O)C3CC3)c2O[C@@H]1CN(C)S(=O)(=O)c1cn(C)cn1	-3.9
C[C@H](CO)N1C[C@H](C)[C@H](CN(C)Cc2ccccc2)Oc2ccc(NC(=O)Nc3ccc4c(c3)OCO4)cc2CC1=O	22.6
COc1ccc(NC(=O)N(C)C[C@@H]2Oc3ncccc3C(=O)N([C@H](C)CO)C[C@@H]2C)cc1	0.5
O=C(C[C@@H]1C[C@@H]2c3cc(NC(=O)Nc4ccc(C(F)(F)F)cc4)ccc3O[C@@H]2[C@H](CO)O1)NCc1cc(F)ccc1F	-0.7
C/C=C/c1ccc2c(c1)O[C@@H](CN(C)Cc1ccc(F)cc1)[C@@H](C)CN([C@H](C)CO)S2(=O)=O	0.0
COc1ccc(S(=O)(=O)Nc2ccc3c(c2)C(=O)N([C@@H](C)CO)C[C@@H](C)[C@H](CN(C)Cc2ccc(C(=O)O)cc2)OCCCC[C@@H](C)O3)cc1	-0.6
COc1cccc(CNC(=O)C[C@H]2C=C[C@@H](NC(C)=O)[C@H](CO)O2)c1	-2.3
C[C@@H]1CCCCO[C@H](CN(C)CC2CCCCC2)[C@H](C)CN([C@@H](C)CO)C(=O)c2cc(NS(=O)(=O)c3cccs3)ccc2O1	1.9
O=C(Nc1ccccc1)Nc1ccc2c(c1)[C@H]1C[C@@H](CC(=O)N3CCOCC3)O[C@@H](CO)[C@H]1O2	1.0

The list goes on (two carried over from the part before).
SMILES	Mtb BioA inh
C[C@@H]1CCCCO[C@H](CN(C)CC2CCCCC2)[C@H](C)CN([C@@H](C)CO)C(=O)c2cc(NS(=O)(=O)c3cccs3)ccc2O1	1.9
O=C(Nc1ccccc1)Nc1ccc2c(c1)[C@H]1C[C@@H](CC(=O)N3CCOCC3)O[C@@H](CO)[C@H]1O2	1.0
C[C@@H]1CCCCO[C@H](CN(C)S(=O)(=O)c2ccc(Cl)cc2)[C@@H](C)CN([C@H](C)CO)C(=O)c2cc(NS(=O)(=O)c3ccc(Cl)cc3)ccc2O1	-1.3
C[C@@H]1CCCCO[C@@H](CN(C)Cc2ccc3c(c2)OCO3)[C@@H](C)CN([C@H](C)CO)C(=O)c2cc(NS(=O)(=O)c3ccc(Cl)cc3)ccc2O1	0.5
C[C@H](CO)N1C[C@H](C)[C@@H](CN(C)C(=O)CN2CCOCC2)Oc2ncc(-c3ccncc3)cc2C1=O	0.9
Cc1noc(C)c1NC(=O)Nc1cccc2c1O[C@@H](CN(C)C)[C@H](C)CN([C@H](C)CO)C2=O	-0.5
CC(C)NC(=O)Nc1ccc2c(c1)C(=O)N(C)[C@@H]1CC[C@@H](CC(=O)NCC3CCCCC3)O[C@@H]1CO2	-3.4
Cc1noc(C)c1S(=O)(=O)Nc1ccc2c(c1)C(=O)N([C@@H](C)CO)C[C@@H](C)[C@@H](CN(C)C(=O)NC(C)C)OCCCC[C@H](C)O2	-1.2
COc1ccc(NC(=O)N[C@H]2CC[C@H](CC(=O)NCc3ccccn3)O[C@H]2CO)cc1	2.1
CC=Cc1ccc2n(c1=O)C[C@@H]1[C@@H](CO)[C@H](C(=O)Nc3nccs3)N(Cc3cc(F)ccc3F)[C@H]21 (mixture of isomers)	-0.3
Cc1noc(C)c1NC(=O)Nc1ccc2c(c1)C(=O)N(C)[C@H]1CC[C@H](CC(=O)N(C)C)O[C@@H]1CO2	-1.0
Cc1ccc(S(=O)(=O)Nc2ccc3c(c2)C(=O)N([C@H](C)CO)C[C@@H](C)[C@@H](CN(C)S(=O)(=O)c2ccc(Cl)cc2)OCCCC[C@@H](C)O3)cc1	-0.8
COCC(=O)N(C)C[C@H]1Oc2cc(-c3cccc(F)c3)ccc2S(=O)(=O)N([C@@H](C)CO)C[C@@H]1C	2.6
COCC(=O)Nc1ccc2c(c1)C(=O)N(C)[C@H]1CC[C@@H](CC(=O)NCCc3ccncc3)O[C@@H]1CO2	-0.6
C[C@H](CO)N1C[C@H](C)[C@@H](CN(C)C(=O)Nc2ccc(F)cc2)Oc2ccc(N(C)C)cc2CC1=O	-1.9
O=C(Cc1ccncc1)N1CCCCN2[C@H](CO)[C@@H](c3ccc(C#Cc4ccccc4F)cc3)[C@H]2C1	1.9
Cc1noc(C)c1NC(=O)N(C)C[C@@H]1Oc2ncc(C#Cc3cccc(F)c3)cc2C(=O)N([C@H](C)CO)C[C@@H]1C	2.8
COc1ccc(S(=O)(=O)Nc2ccc3c(c2)C(=O)N([C@H](C)CO)C[C@@H](C)[C@@H](CN(C)C(=O)NC2CCCCC2)OCCCC[C@@H](C)O3)cc1	-0.1
CCCc1cn(CC[C@H]2CC[C@H](NS(=O)(=O)c3ccc(-c4ccccc4)cc3)[C@@H](CO)O2)nn1	0.6

Random excerpt: three entries already listed, in no set order.
SMILES	Mtb BioA inh
Cc1noc(C)c1S(=O)(=O)Nc1ccc2c(c1)C(=O)N([C@@H](C)CO)C[C@@H](C)[C@@H](CN(C)C(=O)NC(C)C)OCCCC[C@H](C)O2	-1.2
COc1ccc(S(=O)(=O)Nc2ccc3c(c2)C(=O)N([C@H](C)CO)C[C@@H](C)[C@@H](CN(C)C(=O)NC2CCCCC2)OCCCC[C@@H](C)O3)cc1	-0.1
CC=Cc1ccc2n(c1=O)C[C@@H]1[C@@H](CO)[C@H](C(=O)Nc3nccs3)N(Cc3cc(F)ccc3F)[C@H]21 (mixture of isomers)	-0.3
